From PubChem
CatL block = inhibitors of human cathepsin L; purified cathepsin L, fluorogenic substrate, fluorescence; AID 460; 58,000 compounds, 0.17% hits; P07711; inhibition, %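 (tested at 10 µM)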; in the data active means inhibition above about 45%;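 further: 0% = enzyme with no compound and 100% = no enzyme blank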
Target sequence (P07711 114-288 limits assumed): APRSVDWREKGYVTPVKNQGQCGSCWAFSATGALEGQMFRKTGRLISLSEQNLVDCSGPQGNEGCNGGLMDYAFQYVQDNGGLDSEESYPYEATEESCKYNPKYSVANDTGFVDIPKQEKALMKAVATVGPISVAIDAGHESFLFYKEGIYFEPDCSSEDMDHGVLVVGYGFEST
Target sequence (P07711 292-333 limits assumed): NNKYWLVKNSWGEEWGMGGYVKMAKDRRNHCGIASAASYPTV
CatB mix inh = inhibitors of human cathepsin B in compound mixtures | P07858 | Purified cathepsin B, AMC dipeptide fluorescence | inhibition, %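 (ten-compound pools at 5 µM per compound and 50 µM total)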 | 62,000 compounds, 0.06% hits; in the data active means inhibition above about 22%, passing the limit was not always enough;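 further: 0% = enzyme without compound and 100% = no enzyme blank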
CatS inh = inhibitors of human cathepsin S. P25774. recombinant cathepsin S, AMC dipeptide fluorescence, pooled mixtures. inhibition, %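 (tested at 5 µM per compound within 10-compound mixtures)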. 62,000 compounds, 0.06% hits; in the data active means inhibition above about 32%, passing the limit was not always enough;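 further: 0% = enzyme without compound and 100% = blank without enzyme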
CatB block = human cathepsin B inhibition; P07858; purified cathepsin B, fluorogenic substrate, fluorescence; inhibition, %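 (tested at 10 µM)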; 63,000 compounds, 0.1% hits; in the data active means inhibition above about 21%;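 further: 0% = enzyme with no compound and 100% = no enzyme blank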
FXIIa mix inh = factor XIIa (human) inhibition, mixture screen; purified FXIIa, fluorogenic substrate, pooled mixtures; 62,000 compounds, 0.2% hits; inhibition, % at 5 µM;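 further: 0% = enzyme without compound and 100% = no enzyme blank; some results filed as inactive read as strong as hits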
Target sequence (P00748 20-372 limits assumed): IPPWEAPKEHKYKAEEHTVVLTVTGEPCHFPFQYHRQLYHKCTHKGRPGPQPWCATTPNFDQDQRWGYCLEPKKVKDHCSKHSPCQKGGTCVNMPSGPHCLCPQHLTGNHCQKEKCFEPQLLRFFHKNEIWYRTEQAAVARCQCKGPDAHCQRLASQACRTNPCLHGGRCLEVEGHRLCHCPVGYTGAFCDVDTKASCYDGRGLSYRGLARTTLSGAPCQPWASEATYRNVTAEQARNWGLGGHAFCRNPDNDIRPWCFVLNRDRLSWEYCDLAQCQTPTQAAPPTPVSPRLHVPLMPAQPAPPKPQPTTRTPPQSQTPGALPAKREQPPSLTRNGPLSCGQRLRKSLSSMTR
Target sequence (P00748 373-615 limits assumed): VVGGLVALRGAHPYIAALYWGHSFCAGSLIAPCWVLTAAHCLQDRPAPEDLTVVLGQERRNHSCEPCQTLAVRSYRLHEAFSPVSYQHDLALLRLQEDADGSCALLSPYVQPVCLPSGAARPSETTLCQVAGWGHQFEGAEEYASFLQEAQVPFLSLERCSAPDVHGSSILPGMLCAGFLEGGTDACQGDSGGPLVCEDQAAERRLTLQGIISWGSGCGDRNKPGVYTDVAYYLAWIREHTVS
FXIa inh mix = inhibitors of human coagulation factor XIa, pooled mixtures. P03951. purified FXIa, fluorogenic substrate. inhibition, % at 5 µM. 62,000 compounds, 0.19% hits. AID 680;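 further: each value is inhibition by a whole ten-compound pool holding the compound; 0% = enzyme with no mixture and 100% = wells lacking enzyme; strong numbers were not always called active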
Cathepsin G inh = cathepsin G (human) inhibition; P08311; purified enzyme, AMC-tetrapeptide fluorescence, pooled mixtures; inhibition, % at 5 µM (by protocol); 62,000 compounds, 0.2% hits; AID 581;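 active means inhibition above 20% in each of the two mixture wells holding the compound; inactive means inhibition of 20% or less in either well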;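 further: 0% = enzyme control without mixture and 100% = blank lacking enzyme; strong numbers were not always called active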
AP ELISA ortho = alternative pathway complement inhibition, orthogonal assay; Human serum alternative complement pathway, LPS-coated ELISA, C3 deposition; tested in compound mixtures; inhibition, % at 5 µM; 62,000 compounds, 0.08% hits; AID 1235;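 active means inhibition above 30% in each of the two pooled mixtures holding the compound, so the lower value exceeds 30%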;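 further: 0% = serum in Mg-EGTA without compound and 100% = EDTA serum blank; some compounds past the cut are filed as inactive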
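Test system: human serum complement alternative pathway, C3 deposition onto LPS / Medium: Mg2+-EGTA GVB++ buffer containing human serum at 1:15 dilution / Probe or stimulus: Plate-bound LPS / Times: 1 h at 37 °C / Signal: ELISA with HRP anti-human C3 antibody, TMB substrate, absorbance 450 nm / Measure: percent inhibition / Repeats: two pool placements per compound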
C1s inh = blocks human complement C1s protease activity; P09871; purified C1s, fluorogenic AMC substrate, pooled mixtures; mean inhibition % of two 10-compound mixtures (hits give high values), % at 5 µM (by protocol); 62,000 compounds, 0.16% hits; AID 538;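 active means inhibition above 20% in each of the two 10-compound mixture wells holding the compound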;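 further: 0% = enzyme wells lacking compound mixture and 100% = no-enzyme blank wells; some compounds called inactive have numbers as strong as hits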
* hit, by the source's call; . = not tested or not shown. Unless noted, no stated cut-off is given here; in the data, active means inhibition above about 20% (passing the limit was not always enough); inactive means the rest. Only part of the results is shown (hit frequency here may not be typical).

no.	CatL block	CatB mix inh	CatS inh	CatB block	FXIIa mix inh	FXIa inh mix	Cathepsin G inh	AP ELISA ortho	C1s inh	Compound
1	.	5	1	-3	0	16	3	9	-8	OCC1(c2cc(C(F)(F)F)n[nH]2)CCCCC1
2	-1	-2	5	0	-4	4	1	20	2	CCOc1ccc2ccccc2c1CNCCN1CCOCC1
3	6	6	8	2	8	1	9	11	-24	OCCn1c(-c2ccc3c(c2)OCO3)csc1=Nc1ccccc1
4	.	2	-2	3	-22	0	1	6	0	N#C/C(=C(/O)CSc1nnc(Cc2cccs2)n1C1CCCCC1)c1nc2ccccc2[nH]1
5	-4	1	-4	5	4	4	-7	11	30	CCOc1ccc(CCN2C(=O)CCC2(C)C(=O)NC(C)CC)cc1OCC (centres undefined)
6	13	3	-11	6	4	4	10	7	13	Brc1ccc(C2=Nn3c(nnc3-c3ccncc3)SC2)cc1
7	11	-2	12	0	6	0	6	-1	-1	COc1ccc(CCNC(=O)c2c(O)c3c([nH]c2=O)CCCC3)cc1
8	17	1	4	2	2	-3	5	18	-2	CCC(=O)Nc1cccc(NC(=O)CSc2nnc(-c3ccc(NS(C)(=O)=O)cc3)n2C)c1
9	-23	0	-8	.	8	7	7	17	-7	CCOC(=O)c1sc2nccc(N(C)C)c2c1N=CN(C)C
10	-46	2	13	-6	10	-1	-7	4	-36	Cc1cccc(S(=O)(=O)c2c(N)n(Cc3ccco3)c3nc4ccccc4nc23)c1
11	-5	6	3	3	3	8	13	21	-8	Cc1cc2nc(-c3cccc(NC(=O)c4ccc(Br)o4)c3C)oc2cc1C
12	-9	-5	-7	-4	0	8	-1	22	2	CCOC(=O)Cn1c(=O)n(CC(=O)OCC)c2ccccc21
13	-93	-10	-7	-8	-2	-2	-11	-9	-75	Cc1cc(NCc2ccco2)n2c(nc3ccccc32)c1C#N
14	-2	-3	-5	4	5	8	-7	7	-91	O=C(CN1CCN(Cc2ccccc2)C1=O)NCc1ccc(Cl)cc1
15	5	1	6	2	6	1	12	5	4	CCCN(c1ccc(OCC)cc1)c1ncnc2nc[nH]c12
16	-6	3	-3	-2	3	3	11	4	19	O=c1cc(N2CCN(c3ccccc3)CC2)[nH]c(=O)n1Cc1ccc(F)cc1

An excerpt from above, limited to FXIIa mix inh.
entry | Molecule | FXIIa mix inh
11 | Cc1cc2nc(-c3cccc(NC(=O)c4ccc(Br)o4)c3C)oc2cc1C | 3
16 | O=c1cc(N2CCN(c3ccccc3)CC2)[nH]c(=O)n1Cc1ccc(F)cc1 | 3

Next part.
no.	CatL block	CatB mix inh	CatS inh	CatB block	FXIIa mix inh	FXIa inh mix	Cathepsin G inh	AP ELISA ortho	C1s inh	Compound
17	-2	4	-6	-4	13	2	-3	18	-57	CCCCN(CC)S(=O)(=O)c1ccc(C(=O)Nc2nnc(COC)o2)cc1
18	0	-3	10	0	-17	2	2	-13	3	COc1cc(C(=O)Nc2ccc(S(=O)(=O)N3CCCCC3C)cc2)cc(OC)c1OC (centres undefined)
19	.	3	1	4	3	3	11	7	16	CCCOc1ccc(/C(O)=C2/C(=O)C(=O)N(CCN(C)C)C2c2ccc(O)c(OC)c2)cc1 (centres undefined)
20	.	3	-4	-3	-12	5	9	1	-5	CN(Cc1ccccc1)Cc1nc2c([nH]1)c(=O)n(C)c(=O)n2C
21	8	5	10	5	4	17	-7	-2	-22	O=S(=O)(N1CCOCC1)N1CCN(c2ccccc2F)CC1
22	3	5	-5	-6	3	7	1	9	2	COC(=O)NC1(C(F)(F)F)NC(=O)N(C2CCCCC2)C1=O (centres undefined)
23	5	6	3	1	6	12	1	-8	-14	O=C(NCCc1ccccc1)C(c1cccs1)N(C(=O)c1csnn1)C1CC1 (centres undefined)
24	-4	6	19	3	6	4	15	3	13	CC(=O)CCc1ccc(OCCCCn2cncn2)cc1

Full records from above. Values in the order: CatL block, CatB mix inh, CatS inh, CatB block, FXIIa mix inh, FXIa inh mix, Cathepsin G inh, AP ELISA ortho, C1s inh
Profile of `CC(=O)CCc1ccc(OCCCCn2cncn2)cc1` : -4, 6, 19, 3, 6, 4, 15, 3, 13
Profile of `COC(=O)NC1(C(F)(F)F)NC(=O)N(C2CCCCC2)C1=O` (centres undefined) : 3, 5, -5, -6, 3, 7, 1, 9, 2
Profile of `O=C(NCCc1ccccc1)C(c1cccs1)N(C(=O)c1csnn1)C1CC1` (centres undefined) : 5, 6, 3, 1, 6, 12, 1, -8, -14
Profile of `CCCCN(CC)S(=O)(=O)c1ccc(C(=O)Nc2nnc(COC)o2)cc1` : -2, 4, -6, -4, 13, 2, -3, 18, -57
Profile of `COc1cc(C(=O)Nc2ccc(S(=O)(=O)N3CCCCC3C)cc2)cc(OC)c1OC` (centres undefined) : 0, -3, 10, 0, -17, 2, 2, -13, 3

Following part
no.	CatL block	CatB mix inh	CatS inh	CatB block	FXIIa mix inh	FXIa inh mix	Cathepsin G inh	AP ELISA ortho	C1s inh	Compound
25	-2	-7	3	3	4	-13	-4	-2	-29	COc1ccc(N(CC(=O)NCc2ccccc2)S(=O)(=O)c2c(C)noc2C)cc1
26	.	1	4	5	-16	-1	7	8	1	CCOc1ccc(S(=O)(=O)N2CCN(S(=O)(=O)c3ccc(OCC)cc3)C(C)C2)cc1 (centres undefined)
27	23	7	9	-1	8	7	3	13	5	COc1ccc(C(C)(C)C)cc1S(=O)(=O)N1CCN(C)CC1
28	3	3	5	1	5	4	10	7	15	Cc1nc2c3ccccc3[nH]c(=O)n2n1
29	.	-1	-11	5	2	-1	8	0	4	COc1ccccc1NC(=O)CN1CCCCC1
30	-12	2	-4	-6	0	6	-3	17	-29	Cc1ccc2[nH]c(CCN(C)C)c(CC#N)c2c1
31	2	3	-6	2	2	7	-8	-4	-1	Cc1ccc(-c2cn(S(=O)(=O)c3cccc4nsnc34)nc2N)cc1
32	-5	1	-4	-2	5	6	10	7	14	COc1ccc(NC(=O)N2CCCC2C(=O)Nc2ccc(C)cc2)cc1 (centres undefined)

Four records picked at random from the list so far:
no.	CatL block	CatB mix inh	CatS inh	CatB block	FXIIa mix inh	FXIa inh mix	Cathepsin G inh	AP ELISA ortho	C1s inh	Compound
25	-2	-7	3	3	4	-13	-4	-2	-29	COc1ccc(N(CC(=O)NCc2ccccc2)S(=O)(=O)c2c(C)noc2C)cc1
31	2	3	-6	2	2	7	-8	-4	-1	Cc1ccc(-c2cn(S(=O)(=O)c3cccc4nsnc34)nc2N)cc1
30	-12	2	-4	-6	0	6	-3	17	-29	Cc1ccc2[nH]c(CCN(C)C)c(CC#N)c2c1
26	.	1	4	5	-16	-1	7	8	1	CCOc1ccc(S(=O)(=O)N2CCN(S(=O)(=O)c3ccc(OCC)cc3)C(C)C2)cc1 (centres undefined)

(next part)
no.	CatL block	CatB mix inh	CatS inh	CatB block	FXIIa mix inh	FXIa inh mix	Cathepsin G inh	AP ELISA ortho	C1s inh	Compound
33	9	1	1	2	9	13	12	1	12	COc1ccc(OC)c(NC(=O)C(CC(C)C)NC(=O)C2CCCCC2)c1 (centres undefined)
34	-1	7	2	0	8	3	2	19	6	COc1nc(NCCC2=CCCCC2)nc(OC)n1
35	-5	6	2	3	5	38	13	13	13	Cc1cccc(N2CCN(C(=O)c3ccncc3)CC2)c1C
36	-8	5	-3	-4	3	4	0	19	1	Cc1ccc(Cn2c(=O)n(Cc3ccco3)c(=O)c3ccccc32)cc1
37	-16	2	-30	-1	3	8	9	13	15	CCN(CC)S(=O)(=O)c1cccc(C(=O)Nc2nncs2)c1
38	3	3	-8	2	12	2	7	7	-7	COc1ccc(N=C2CCCN2CC(N)=O)cc1
39	4	-2	18	2	-14	8	-2	11	-6	O=c1[nH]c(N2CCc3ccccc3C2)nc2c1CCCC2
40	13	-2	11	3	10	6	-1	9	-8	CC(=O)Nc1ccc(C(=O)OCCC(C)C)cc1
41	2	5	-6	.	-1	0	-6	11	-48	c1ccc(-c2ncnc3nc4n(c23)CCC4)cc1
42	-5	7	-4	2	11	9	9	10	17	O=C1CN(C(=O)CSc2nncn2-c2ccccc2)c2ccccc2N1
43	2	-3	-2	1	19	-5	3	23	-13	Cc1csc(NC(=O)c2ccccc2O)n1
44	.	2	16	1	4	6	-1	15	-2	Cc1ccc(-c2csc(NC(=O)c3cccc(N4C(=O)CCC4=O)c3)n2)o1
45	16	5	19	3	4	7	17	-5	15	O=C(Nc1cccc(C(F)(F)F)c1)c1cccnc1
46	4	2	2	3	-3	2	-6	-4	-4	O=C(Nc1ccc(C(=O)N2CCCC2)cc1)c1ccccc1F
47	-7	4	-3	1	0	1	-1	5	-17	COc1ccc(NC(=O)Cc2ccc(Cl)cc2)cc1NC(=O)c1ccco1
48	9	-3	5	-3	3	-7	3	0	6	Cc1ccc(S(=O)(=O)N2CCN(C(=O)CN3CCc4ccccc4C3)CC2)cc1
49	0	7	6	-7	5	13	3	11	2	CCCc1cn(S(=O)(=O)c2ccc(OC)cc2OC)nc1N
50	2	4	9	7	7	3	-2	-6	-26	O=C(c1ccc(Br)o1)N1CCN(Cc2ccc3c(c2)OCO3)CC1
51	-3	0	-1	4	8	9	-3	8	-21	COc1ccc(N2CCN(C(=O)c3cccc(N4C(=O)C5CC=CC(C)C5C4=O)c3)CC2)cc1 (centres undefined)
52	-12	-5	15	0	3	10	14	6	2	COc1ccc(S(N)(=O)=O)cc1C(=O)NCC1(N2CCCCC2)CCCCC1
53	-13	3	0	-3	11	-4	-2	10	0	O=C1c2ccccc2NC(c2cnc3ccccc3n2)N1O (centres undefined)
54	3	-5	0	3	3	1	-5	-9	-29	O=C(C1CCCO1)N1CCC(O)(c2ccccc2)CC1 (centres undefined)
55	-4	7	-9	3	3	8	12	12	19	CN1C(=O)CC(C(=O)Nc2ccc(F)cc2)SC1=Nc1ccc2c(c1)OCO2 (centres undefined)
56	1	1	0	4	3	2	-8	13	-3	CC(Sc1cccc(C(F)(F)F)c1)C(=O)NC(N)=O (centres undefined)
57	-2	0	-9	-2	-18	7	2	14	-2	c1ccc(-n2ncc3c2ncn2cnnc32)cc1
58	-7	6	3	3	-1	9	14	21	10	CCOc1ccc2nc(NC(=O)C3CCN(S(=O)(=O)c4cnc[nH]4)CC3)sc2c1
59	19	11	3	14	3	9	-1	1	2	Nc1nonc1-c1nc2ccccc2n1Cc1ccc(F)cc1Cl
60	0	4	30	6	5	6	-6	6	-8	CC(=O)NCCc1ccc(S(=O)(=O)N(C)C2CCS(=O)(=O)C2)cc1 (centres undefined)
61	10	0	-3	0	2	5	12	9	3	Cc1cc(-c2cccs2)n[nH]1
62	1	1	0	0	2	5	4	5	8	CC(Oc1ccc(Cl)cc1)C(=O)Nc1ncccn1 (centres undefined)
63	-3	2	5	7	3	0	-8	0	-12	CCOC(=O)c1sc(C)c2c1NC(C)(c1cccs1)NC2=O (centres undefined)
64	-4	3	-3	5	10	-1	-15	-5	-5	Cc1cc(C)cc(N(CC(=O)NCc2cccnc2)S(C)(=O)=O)c1
65	.	5	-2	-2	-4	6	3	12	2	COc1ccc(-c2cc(CCCC(=O)NCCc3cc(OC)ccc3OC)no2)cc1
66	13	2	3	3	4	2	9	4	3	O=C(CN1CCN(c2ccc(Cl)cc2)CC1)Nc1cccc(F)c1
